Efa HMGR inh = inhibitors of class II HMG-CoA reductase from Enterococcus faecalis; purified E. faecalis HMGR, NADPH absorbance 340 nm kinetic; inhibition, % at 10 µM; hit rate 0.41% among 190,000;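 active = inhibition above a set limit, the median over all tested compounds plus 3 SD, cut at about 9.5% in these data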;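 also: enzyme runs in reverse so mevalonate oxidation gives rising NADPH absorbance; 0% = complete reaction with DMSO and 100% = background rate lacking mevalonate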
S1P3 antag = blocks the human S1P3 receptor | inhibition, % at 4.98 µM | hit rate 0.27% among 170,000 | Q99500 | CHO S1P3 NFAT-BLA reporter, FRET fluorescence, antagonist mode | AID 485;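 active = inhibition above the plate cutoff, the mean inhibition of test wells on that plate plus 3 SD, cut at about 28% in these data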;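 also: cells challenged with S1P at its EC80 of 0.8 µM; blue over green emission ratio from cleaved BLA substrate after 4 h stimulation; 0% = S1P-stimulated wells and 100% = unstimulated DMSO-only wells; some compounds past the cut are filed as inactive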
Target sequence (Q99500 whole entry, looked up): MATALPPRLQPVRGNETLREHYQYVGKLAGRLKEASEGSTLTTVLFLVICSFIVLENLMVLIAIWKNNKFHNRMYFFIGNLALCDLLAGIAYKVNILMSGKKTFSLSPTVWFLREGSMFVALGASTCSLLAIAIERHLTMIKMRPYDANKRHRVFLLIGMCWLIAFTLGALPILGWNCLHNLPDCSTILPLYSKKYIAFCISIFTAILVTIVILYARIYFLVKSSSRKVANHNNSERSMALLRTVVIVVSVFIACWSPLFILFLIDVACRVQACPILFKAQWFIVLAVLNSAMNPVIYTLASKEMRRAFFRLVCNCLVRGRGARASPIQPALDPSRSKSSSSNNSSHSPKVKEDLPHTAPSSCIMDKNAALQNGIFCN
RAM network inh = blocks the yeast RAM network. inhibition, % at 50 µM. hit rate 1.8% among 190,000. S. cerevisiae dse1pr::URA3 reporter, 5-FOA growth OD615, 2 d; analog-sensitive cbk1-as2 kinase mutant strain. AID 868;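 active = inhibition above a set limit, 3 SD over mean compound inhibition, cut at about 8.4% in these data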;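 also: 0% = DMSO-only wells with no growth and 100% = 10 µM 1-NA-PP1 full growth; inhibition rescues growth on 5-FOA so higher OD means more RAM inhibition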
TNAP inh noacc = blocks human TNAP activity with no phosphate acceptor present; hit rate 0.26% among 200,000; inhibition, % at 20 µM; P05186; purified TNAP, CDP-star luminescence, 30 min;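 active = tissue-nonspecific alkaline phosphatase inhibition above about 50% at 20 µM in the single-dose screen, limit read from the data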;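 also: 0% = DMSO negative control and 100% = EDTA positive control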
Target sequence (P05186 whole entry, looked up): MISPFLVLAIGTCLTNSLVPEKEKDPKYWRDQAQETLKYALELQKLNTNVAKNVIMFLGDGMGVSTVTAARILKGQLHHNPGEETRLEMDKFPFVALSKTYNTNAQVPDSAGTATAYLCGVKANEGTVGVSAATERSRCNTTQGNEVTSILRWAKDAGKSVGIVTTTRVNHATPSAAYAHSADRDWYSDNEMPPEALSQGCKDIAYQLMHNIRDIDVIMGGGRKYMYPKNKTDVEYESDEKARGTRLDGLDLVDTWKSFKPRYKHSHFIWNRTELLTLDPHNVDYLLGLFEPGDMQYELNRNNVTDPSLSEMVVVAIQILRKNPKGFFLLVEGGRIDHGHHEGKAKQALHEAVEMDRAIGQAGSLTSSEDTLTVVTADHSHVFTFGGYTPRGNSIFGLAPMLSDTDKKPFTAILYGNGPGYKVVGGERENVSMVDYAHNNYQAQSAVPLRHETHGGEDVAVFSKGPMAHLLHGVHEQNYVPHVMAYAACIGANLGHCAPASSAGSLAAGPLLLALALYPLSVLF
Hsp70 act = transcriptional activators of Hsp70; hit rate 0.04% among 200,000; HeLa Hsp70 promoter luciferase reporter, luminescence; scaled: vehicle 0, proteasome-inhibitor control 100%; activation, % at 10 µM;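 active = activation above the mean across all tested compounds plus 3 SD, cutoff set per campaign, cut at about 5.5% in these data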;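 also: 100% = MG132 at 30 µM as the positive control and 0% = DMSO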
Redox H2O2 prof = compounds producing H2O2 with reducing agent – biochemical, NIH compound library profiling, artefact control for MLSCN library redox annotation, primary screen | DTT-dependent redox cycling H2O2, phenol red/HRP absorbance; 100% = 100 µM peroxide control, 0% = buffer | activation, % at 10 µM | hit rate 0.03% among 200,000;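 active = activation of at least 50% relative to the plate's high and low controls in the primary single-dose screen; inactive = activation below 50%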;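 also: compound incubated with DTT at 0.8 mM final as the reducing agent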
Lmaj promast = inhibitors of Leishmania major promastigote growth. inhibition, % at 10 µM. Leishmania major promastigotes, resazurin fluorescence viability. hit rate 9% among 200,000. AID 1063; in the data active = inhibition above about 50%;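 also: promastigotes grown with compound for 44 hours at 28 °C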
TNAP inh hiacc = blocks human TNAP under high phosphate acceptor concentration; P05186; purified TNAP, CDP-star luminescence, 1 M DEA; inhibition, % at 20 µM; hit rate 0.03% among 200,000; AID 1135;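 active = over 50% inhibition of tissue-nonspecific alkaline phosphatase at 20 µM in the single-dose screen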;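 also: plate controls were DMSO wells for no effect and EDTA-quenched wells as full inhibition for full effect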
PMI act hi M6P = PMI (human) activation, high substrate; P34949; coupled PMI enzyme assay, resazurin fluorescence, 20 min; stronger effect = higher value; 1 = untreated enzyme, 0 = substrate-free blank; activation factor at 20 µM; hit rate 0.34% among 190,000; AID 1216;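 active = activation factor of 2 or more at 20 µM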
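Technique: Diaphorase-driven resazurin-to-resorufin fluorescence, excitation 544, emission 590 nm | Assay system: Human PMI in coupled enzyme assay | Times: Enzyme reaction with compound 20 min at room temperature | Medium: HEPES-buffered pH 7.4 with magnesium and detergent | Reagent: Mannose-6-phosphate 1.0 mM (near-saturating) plus 0.22 mM NADP+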
PMI activator = increases human mannose-6-phosphate isomerase activity | P34949 | purified human PMI, coupled resazurin fluorescence, 20 min; stronger effect = higher value; 1 = vehicle control, 0 substrate-free wells | activation factor at 20 µM | hit rate 0.005% among 190,000;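 active = activation factor of 2 or more at 20 µM, relative to plate controls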
Active calls of the source: *; nt = not tested or not shown.

SMILES	Efa HMGR inh	S1P3 antag	RAM network inh	TNAP inh noacc	Hsp70 act	Redox H2O2 prof	Lmaj promast	TNAP inh hiacc	PMI act hi M6P	PMI activator
COc1cccc(-c2nnc3n2N=C(c2cccc(Br)c2)CS3)c1	-2	3	2.4	-2	-0.1	4.1	2	-2	1	1
Cc1nn(CC(=O)NCCc2ccccc2)c(=O)c2ccccc12	-3	-28	-1.0	-9	-0.2	2.1	-5	-3	1	1
CC(CNC(=O)C(=O)NC(C)CCc1ccccc1)Cc1ccccc1 (centres undefined)	-6	nt	2.6	-11	-0.3	-6.4	-1	-3	0.9	0.9
OC(COCC1CC=CCC1)Cn1cnc2ccccc21 (centres undefined)	-1	nt	0.7	-2	-0.1	0.1	-4	-8	1	1
COc1ccccc1C(CNC(=S)NCc1ccccc1)N1CCCC1 (centres undefined)	0	-16	0.6	-19	0.5	0.1	-1	-4	1.1	1
CC(C)(C)c1cc(C(=O)NCc2cccnc2)ccn1	-6	-11	1.2	-7	-0.3	-0.8	-2	-2	1.1	1.1
COc1cc(SC)ccc1C(=O)NCc1ccc(C)cc1	-19	nt	-1.1	-4	-0.3	1.0	5	0	0.9	0.9
C=CCc1cccc2cc(C(=O)NC(C)(C)C)c(=O)oc12	0	-10	1.4	-3	-0.1	1.3	-3	2	0.9	0.9
CC1(C(=O)CSc2nc3ccccc3s2)CCC(=O)O1 (centres undefined)	-3	nt	0.0	-5	-0.2	-4.6	-2	-1	1	1
COc1cc(OC)cc(-c2nnc(SCC(=O)N(Cc3ccccc3)C(C)(C)C)o2)c1	-2	10	7.7	-11	-0.3	-2.7	25	-4	0.9	0.8
O=C1COc2ccc(C(=O)CSc3nnc(Cc4cccs4)n3-c3ccccc3)cc2N1	-6	nt	3.3	-12	-0.3	0.0	10	-3	1.1	1.1
CCn1c(SCC(=O)Nc2ccc(C)cc2)nc2nc3c(cc2c1=O)CCCC3	-3	7	5.3	1	-0.1	0.6	19	-3	1	0.9
CCCCN1C(=O)/C(=C2\SC(N3CCCCC3)=NC2=O)c2ccccc21	-10	-11	2.2	-9	-0.3	2.0	51*	-1	0.9	0.9
O=C(O)C1CC=CCC1C(=O)NCCCCc1ccccc1 (centres undefined)	-3	1	0.6	-9	-0.3	0.1	-8	-3	1.1	1
COc1ccc(Cc2nnc(NC(=O)CSc3ccccc3)s2)cc1OC	2	-7	5.0	15	-0.5	0.2	51*	-1	1	1
O=C(NNc1c2ccccc2nc2ccccc12)c1cccc(O)c1	-2	-1	0.0	22	-0.3	-0.2	90*	23	1	0.9
CC[C@H](C)/C=C(C)/C=C/C1=CC2=CC(=O)[C@]3(C)OC(=O)[C@@H](C(C)=O)[C@@H]3C2=CO1	1	11	1.0	13	0.0	0.0	-2	6	1	1.2
COC(=O)c1cc(NC(=O)CC2C(=O)NCCN2C(=O)c2ccccc2)cc(C(=O)OC)c1 (centres undefined)	-2	3	1.6	-5	0.8	-3.6	-7	-3	0.8	0.8
COc1ccc(Br)cc1/C=C/C(=O)Nc1c(C)cccc1C	-2	nt	1.9	-11	0.1	-4.5	62*	-4	1	1
COCCn1nnnc1C(c1ccccc1)N1CCN(Cc2ccc3c(c2)OCO3)CC1 (centres undefined)	0	-36	0.5	-11	-0.3	-2.8	25	-1	1	1

Part of the list above, showing only RAM network inh:
Compound	RAM network inh
CCCCN1C(=O)/C(=C2\SC(N3CCCCC3)=NC2=O)c2ccccc21	2.2
O=C(O)C1CC=CCC1C(=O)NCCCCc1ccccc1 (centres undefined)	0.6
COc1ccc(Cc2nnc(NC(=O)CSc3ccccc3)s2)cc1OC	5.0
O=C(NNc1c2ccccc2nc2ccccc12)c1cccc(O)c1	0.0

Later entries.
SMILES	Efa HMGR inh	S1P3 antag	RAM network inh	TNAP inh noacc	Hsp70 act	Redox H2O2 prof	Lmaj promast	TNAP inh hiacc	PMI act hi M6P	PMI activator
CC(Nc1ccc2c(c1)OCCO2)C(=O)Nc1ccc2c(c1)OCO2 (centres undefined)	-2	1	1.1	-2	-0.3	-0.2	6	4	0.8	1
Cc1ccc2cc(CN(Cc3ccco3)C(=O)C3CCCCC3)c(=O)[nH]c2c1C	-7	4	5.8	-2	-0.2	2.6	2	-2	0.9	0.9
Cc1cc(SC(C)C(=O)Nc2c(C)n(C)n(-c3ccccc3)c2=O)nc2ccccc12 (centres undefined)	-1	nt	-0.4	-4	-0.4	2.1	-8	-6	1.5	1.3
O=C(O)CCC(=O)NC1CCCCC1NC(=O)CCC(=O)O (centres undefined)	nt	18	nt	nt	-0.1	-3.1	-5	nt	nt	nt
CC(=O)N1CCCc2cc(S(=O)(=O)N3CCC(C)CC3)ccc21	4	2	-0.3	-15	-0.3	1.1	-8	-3	1	1
COCCNC(=O)/C(C#N)=C/c1ccc(C)o1	0	-20	-1.7	-6	-0.4	-0.8	-5	-2	1	1
CCOc1ccc(NC(=S)NCCCN2CCN(C3CCCCC3)CC2)cc1	-1	-7	0.7	-5	-0.3	-0.4	41	8	1.1	1
CCOC(=O)N1CCN(C(=O)C2CCN(CC3CCCCC3)CC2)CC1	-4	6	1.5	-3	-0.3	-0.3	-10	-3	1.1	1.1
CN1C(=O)C2(c3ccccc31)C1CCCC=C1C(C#N)=C(N)C2(C#N)C#N (centres undefined)	0	nt	4.3	-7	-0.3	3.1	9	0	0.9	0.8
COc1ccc(-c2nc3ccncc3[nH]2)cc1OC	-7	nt	1.2	-11	-0.2	-3.5	-2	-6	1	0.9
CCCOc1ccc(C(=O)Nc2nc(C)c(Cc3ccc4c(c3)OCO4)s2)cc1	2	-12	6.0	1	-0.1	0.1	64*	-1	1	1
COc1ccc(C(C)(C)C)cc1NC(=O)c1ccc2c(c1)SC1=NS(=O)(=O)CCN12	-2	13	6.2	-19	0.1	0.1	3	0	0.9	1
c1ccc2c(c1)OCC(c1csc3ncnc(N4CCOCC4)c13)O2 (centres undefined)	-6	30	-0.4	-10	-0.3	1.4	1	-6	0.6	0.8
Cc1ccsc1/C=N/NC(=O)c1ccc2nc[nH]c2c1	-7	10	-0.1	-3	-0.4	0.0	16	2	0.9	1
CCn1c(=O)c2c(n3cnnc13)-c1ccccc1CC21CCCCC1	5	10	3.5	-6	-0.4	1.0	0	-5	1	1
Cc1ccc(NC(=S)N=Nc2c(O)n(C)c3ccc(S(=O)(=O)N4CCOCC4)cc23)cc1	-3	-19	5.6	14	0.1	0.4	33	19	0.9	0.9
CCNc1nc(NCC)nc(N/N=C/c2ccc([N+](=O)[O-])o2)n1	-2	nt	-0.4	8	0.1	-0.1	98*	2	1.5	1.2
Cc1cc(C)c(NC(=O)c2cc(=O)c3ccccc3o2)c(C)c1	-2	-18	0.0	-4	-0.3	-0.3	23	1	1.1	1.1
O=C(Nc1scc(-c2ccccc2)c1C(=O)O)c1ccco1	-4	-10	2.1	-3	-0.5	0.2	-9	0	0.9	0.8
Cc1ccc(-c2cn(-c3ccc(SC(F)F)cc3)c3[n+]2CCC3)cc1	-1	-2	0.1	-14	-0.4	-0.1	99*	-3	1.1	1
CCC1CCCCN1C/C=C/c1ccccc1[N+](=O)[O-] (centres undefined)	1	nt	1.4	-3	-0.3	-4.3	90*	0	0.9	0.9
O=c1[nH]c(=S)c2c(n1-c1ccccc1)CCC2	0	-18	1.0	8	-0.4	-0.5	-6	6	1.4	1.2
O=C(O)c1[nH]c2ccccc2c1-c1ccccc1	0	nt	-0.6	-15	-0.2	0.1	-9	-6	1	1
CCOC(=O)c1[nH]c(C)c(C(=O)Nc2ccc(F)cc2)c1C	-5	-6	3.6	-11	-0.1	-1.0	-6	-6	1	1
O=C(Nc1cc2c(=O)n(-c3ccc(Oc4ccccc4)cc3)ccc2oc1=O)c1ccccc1	-6	-6	6.6	-17	-0.2	-1.1	-10	-4	1	1.1
O=C(CN1CCN(S(=O)(=O)c2ccccc2)CC1)NC(=O)NC1CCCCC1	-2	nt	-1.0	-2	-0.5	0.1	1	-1	0.9	0.9
CCOc1ccccc1N1CCN(C(=S)Nc2ccc(S(N)(=O)=O)cc2)CC1	-4	5	3.8	-4	-0.3	0.4	39	0	1	0.9
CC(C)n1c(=O)[nH]c2cc(C(=O)Nc3ccccc3)ccc21	2	1	1.6	0	-0.1	2.3	-2	-3	nt	nt
CCCCOC(=O)NC(NCC(O)c1ccccc1)(C(F)(F)F)C(F)(F)F (centres undefined)	3	nt	1.2	-14	-0.3	-4.3	4	-4	1	1
S=C(NC1CC1)N1CCN(c2ccc(Cl)cc2)CC1	3	2	2.3	-9	-0.1	-1.0	-2	-7	0.9	0.9
CCN(CC)c1ccc(CNC23CN4CN(CN(C4)C2)C3)cc1	1	nt	1.6	-15	-0.1	2.4	-3	-8	0.8	0.8
Cn1cc(S(=O)(=O)Oc2ccccc2)c(=O)n(C)c1=O	0	3	0.3	-4	-0.2	-1.6	-1	-4	1.2	1.1
Cc1ccc(C)n1NC(=O)c1ccc(Cl)cc1Cl	2	-10	2.2	4	-0.2	0.6	-2	1	1	1
CC1CCCN(CCOCCSc2ccccc2)C1 (centres undefined)	-9	20	-0.1	-8	-0.4	-0.5	98*	-3	1.1	1
Cc1ccc2c(O)c(C)c(=O)[nH]c2n1	3	-7	1.1	-5	-0.3	-1.1	-6	-8	1.1	1.1
O=C1CC(N2CCOCC2)C(=O)N1CCN1C(=O)CC(N2CCOCC2)C1=O (centres undefined)	-2	-3	2.5	8	0.1	1.4	-3	-1	1	1
CCC(C)[C@H](NC(=O)NCc1ccccc1Cl)C(=O)OC (some centres undefined)	-3	-2	0.1	-8	0.2	0.0	5	-2	1	0.9

Reprinted at random: 3 entries already listed
SMILES	Efa HMGR inh	S1P3 antag	RAM network inh	TNAP inh noacc	Hsp70 act	Redox H2O2 prof	Lmaj promast	TNAP inh hiacc	PMI act hi M6P	PMI activator
Cc1ccc2c(O)c(C)c(=O)[nH]c2n1	3	-7	1.1	-5	-0.3	-1.1	-6	-8	1.1	1.1
CC1CCCN(CCOCCSc2ccccc2)C1 (centres undefined)	-9	20	-0.1	-8	-0.4	-0.5	98*	-3	1.1	1
Cn1cc(S(=O)(=O)Oc2ccccc2)c(=O)n(C)c1=O	0	3	0.3	-4	-0.2	-1.6	-1	-4	1.2	1.1

Source: PubChem BioAssay (several laboratories)
